# Assay outcomes from PubChem BioAssay.
# E coli RNAP = E. coli RNAP inhibitors, biochemical. E. coli RNA polymerase, fluorescence transcription assay. inhibition, %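 (tested at 10 µM)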. hit rate 0.2% among 62,000; in the data active means inhibition above about 20%;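 further: 0% = enzyme without compound and 100% = no enzyme blank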
# S1P3 agonist = human S1P3 receptor agonists, primary screen, cell-based, primary and confirmation, NFAT-BLA reporter. Sphingosine 1-phosphate receptor 3 (Homo sapiens), Q99500. S1P3 NFAT-BLA reporter cells, agonism, FRET ratio; relative to 1 µM S1P, basal subtracted. activation, % at 4.5 µM. hit rate 0.1% among 60,000. AID 373, 2006;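 active means activation above the screen-wide mean plus 3 SD, cut at about 4.5% in these data, passing the limit was not always enough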; further: some compounds called inactive have numbers as strong as hits
#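 material = human S1P3 NFAT-BLA reporter CHO cells | schedule = 4 h compound at 37 °C, 2 h substrate at RT | measured by = fluorescent BLA substrate, ex 405 nm, em 460/535 nm ratio | controls = 1 µM S1P reference | replication = primary once, confirmation triplicate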
# M1 antagonist = antagonists of rat M1 muscarinic receptor. Muscarinic acetylcholine receptor M1 (Rattus norvegicus), P08482. CHO-M1 cells, Fluo-4 calcium, ACh EC80 antagonist mode; hits give low values. B-score at 10 µM. hit rate 3.4% among 64,000. AID 628, 2007;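 active means calcium fluorescence response, raw or row-and-column corrected B-score, differing from the plate sample mean either way at a set confidence level, mostly lower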
# Target sequence (P08482 whole entry, looked up): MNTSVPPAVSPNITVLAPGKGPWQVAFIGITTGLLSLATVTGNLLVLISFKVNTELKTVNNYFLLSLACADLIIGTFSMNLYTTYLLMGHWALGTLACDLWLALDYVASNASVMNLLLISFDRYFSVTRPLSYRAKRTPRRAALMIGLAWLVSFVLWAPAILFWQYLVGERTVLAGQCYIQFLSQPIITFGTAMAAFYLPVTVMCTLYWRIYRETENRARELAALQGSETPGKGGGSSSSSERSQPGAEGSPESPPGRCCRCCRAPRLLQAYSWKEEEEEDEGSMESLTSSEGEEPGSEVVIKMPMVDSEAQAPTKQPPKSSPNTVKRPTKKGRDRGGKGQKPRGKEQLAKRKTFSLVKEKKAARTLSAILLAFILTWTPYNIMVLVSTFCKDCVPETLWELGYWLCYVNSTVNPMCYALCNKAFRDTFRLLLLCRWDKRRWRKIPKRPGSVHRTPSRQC
# Jurkat viability = cytotoxicity toward Jurkat T cells, primary screen, cytotoxicity control, cell-based, Jurkat E6.1, 60K MLSMR library. hit rate 1.2% among 56,000. Jurkat E6.1 viability, ATP luminescence, 48 h. inhibition, % at 4 µM. AID 463, 2006;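 active means inhibition above the mean inhibition of all tested compounds plus 3 SD, cut at about 28% in these data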
# TNAP act mid DEA = human TNAP enzyme activators, primary screen, biochemical, luminescent, intermediate phosphate acceptor level; AID 813, 2007; purified TNAP, CDP-star luminescence, 100 mM DEA, 30 min; hits give high values; scale: 0 levamisole-inhibited, 1 vehicle-only enzyme; Alkaline phosphatase, tissue-nonspecific isozyme (Homo sapiens), P05186; activation factor at 20 µM; 64,000 tested, under 10 active;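 active means activation factor of at least 2 at 20 µM, relative to controls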
# M1 ag = M1 muscarinic receptor agonists, primary screen, CHO-M1 cells, Fluo-4 calcium, agonist mode. Fluo-4 calcium fluorescence; hits give high values. B-score at 10 µM. hit rate 3% among 64,000. AID 626, 2007;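 active means fluorescence rise, raw or as B-score row- and column-corrected plate score, outside the 99.7% band of its plate's samples, either direction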
# HEK293 NFkB inh = inhibitors of PMA/ionomycin-induced NF-kB reporter, primary screen, antigen receptor NF-kB inhibitor project, cell-based, HEK-293 luciferase reporter, luminescence; inhibition, % at 3 µM; hit rate 0.21% among 62,000; HEK-293 NF-kB luciferase reporter;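 active means inhibition above the mean of all tested compounds plus 3 SD, cut at about 40% in these data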;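 further: 0% = stimulated DMSO wells and 100% = 10 µM reference inhibitor 5653914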
#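 Signal: luciferase luminescence; Material: HEK-293 cells with stable firefly luciferase reporter driven by four HIV NF-kB elements; Probe or stimulus: PMA with ionomycin; Replication: tested once; Times: 1 h compound pretreatment, then 16 h stimulation at 37 °C, 5% CO2; Benchmarks: DMSO and 10 µM reference inhibitor; Evaluation: per-plate % inhibition versus controls.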
# D1 allo mod = D1 CRE-luciferase signal change, two-sided – cell-based, HEK293 D1, dopamine EC30, D1 allosteric modulator project, primary screen. dopamine EC30 potentiation; actives deviate in either direction. B-score at 10 µM. hit rate 5.9% among 58,000;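 active means luminescence count or its row- and column-corrected plate score outside the 99.7% band of the plate's sample wells, on either side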
# Target sequence (P21728 whole entry, looked up): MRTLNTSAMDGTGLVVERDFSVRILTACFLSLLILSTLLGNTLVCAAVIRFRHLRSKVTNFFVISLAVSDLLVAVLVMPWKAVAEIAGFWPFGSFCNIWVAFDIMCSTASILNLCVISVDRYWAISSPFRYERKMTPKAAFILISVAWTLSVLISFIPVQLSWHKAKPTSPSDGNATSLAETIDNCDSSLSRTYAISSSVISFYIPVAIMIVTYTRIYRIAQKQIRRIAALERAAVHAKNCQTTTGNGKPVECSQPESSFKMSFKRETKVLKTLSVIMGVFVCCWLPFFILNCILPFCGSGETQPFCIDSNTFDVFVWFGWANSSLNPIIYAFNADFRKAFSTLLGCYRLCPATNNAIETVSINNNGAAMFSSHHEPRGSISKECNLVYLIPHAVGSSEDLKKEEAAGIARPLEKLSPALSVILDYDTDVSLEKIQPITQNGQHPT
# S1P1 ag pot = S1P1 agonists and agonism potentiators, primary screen, cell-based, primary and confirmation screens, CRE-bla reporter | Sphingosine 1-phosphate receptor 1 (Homo sapiens), P21453 | S1P1 CRE-bla cells, forskolin, beta-lactamase FRET, potentiator mode; S1P1 agonist co-added at EC20, 2 nM; 100% = saturating reference agonist, 0% = basal | activation, % at 9.5 µM | hit rate 0.57% among 56,000;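 active means activation above a cutoff set at the mean activation of all tested compounds plus 3 SD, cut at about 54% in these data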;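 further: forskolin at 4 µM as EC80 and the EC20 agonist is SEW2871; 100% = SEW2871 at its EC100 plus forskolin at EC80; some compounds past the cut are filed as inactive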
# Active calls of the source: *; / = not tested or not shown.
SMILES,E coli RNAP,S1P3 agonist,M1 antagonist,Jurkat viability,TNAP act mid DEA,M1 ag,HEK293 NFkB inh,D1 allo mod,S1P1 ag pot
CCn1c(=S)sc2c(=O)n(-c3ccccc3)c(SC)nc21,3,/,-0.69,/,0.9,-0.8,19,1.2,/
CCCC(=O)Nc1ccc2c(c1)C(=O)N(CCC(=O)O)C2=O,-1,-0.6,0.038,-2,1,0.26,12,0.86,/
C=CCn1c(CSc2nc3ccccc3s2)nnc1SCC(=O)OCC,5,-0.2,-0.46,5,1,0.3,14,0.26,/
O=S(=O)(N1CCOCC1)n1c(Cc2ccccc2)nc2ccccc21,11,0.2,0.62,13,0.9,0.17,9,4.4*,-37
CN(C)CCNC(=O)c1ccc(COCC(F)(F)F)cc1,11,-0.8,1.5,-2,0.8,-1.5,10,-0.057,/
O=C(CCCn1c(SCC(=O)NCC2CCCO2)nc2ccccc2c1=O)NCC1CCCO1 (configuration not stated),-1,/,0.12,/,0.9,-0.42,18,-0.35,/
CSc1nnc(-c2cnccn2)n1CCCN1CCCC1=O,-2,-0.7,0.091,6,1,0.68,5,/,10
CCCc1ccc(Oc2c(-c3ccc(O)c(C)c3O)n[nH]c2C)cc1,1,-2.4,0.12,13,1.1,-1,3,0.23,50
CC(C(=O)N1CCN(c2ccccc2)CC1)N1C(=O)C2CC=CCC2C1=O (configuration not stated),2,-1.0,0.97,7,0.9,-1,4,/,13
CCOc1ccc2[nH]c(=O)c(C(c3nnnn3Cc3ccco3)N3CCCC(C)C3)cc2c1 (configuration not stated),10,-0.7,-0.0041,-8,0.9,0.041,-4,-0.5,8
CCCn1c(N)c(C(=O)CN2CCN(S(=O)(=O)c3cccs3)CC2)c(=O)[nH]c1=O,/,-1.2,0.42,3,0.9,-0.42,5,0.12,4
COc1cccc(C2/C(=C(/O)c3ccc(C)cc3)C(=O)C(=O)N2Cc2ccco2)c1 (configuration not stated),-1,-1.5,0.3,/,0.9,-0.49,/,-0.22,-3
COC(=O)CCC(=O)Nc1ccc(Cl)c(Cl)c1,/,-0.4,0.81,0,0.9,-0.021,3,0.66,2
O=c1c2ccccc2c(C=NC2CCS(=O)(=O)C2)c(O)n1-c1ccccc1 (configuration not stated),/,-0.5,0.076,3,0.9,-0.65,5,0.024,-35
O=S(=O)(NCCOCC(F)(F)F)c1ccc2oc3ccccc3c2c1,-4,-1.2,-0.35,9,0.9,0.72,8,-0.84,24
CCCCC(CC)C(=O)Nc1ccccc1C(=O)NC(C)C (configuration not stated),4,-0.3,-0.3,0,0.9,-0.23,0,0.0026,/
COc1ccccc1N(CN1CCCC1=O)C(=O)c1c(F)cccc1F,3,-0.1,0.53,-1,1,-0.24,14,0.015,-16
CCOC(=O)Cc1csc(NC(=O)CSc2nnc(C)n2C)n1,-2,-1.3,0.26,5,0.9,-1.1,-9,-0.086,12
CCOC(=O)c1ccc(NS(=O)(=O)CC)cc1,0,-0.2,0.3,-3,0.9,0.8,7,2,-20
COC(=O)[C@H](CCSC)NC(=O)Nc1ccc(C)cc1,/,-0.6,0.48,2,0.9,0.31,6,-0.17,-18

# One compound at a time, as listed above. Order of screens: E coli RNAP	S1P3 agonist	M1 antagonist	Jurkat viability	TNAP act mid DEA	M1 ag	HEK293 NFkB inh	D1 allo mod	S1P1 ag pot
# `CSc1nnc(-c2cnccn2)n1CCCN1CCCC1=O` is listed as -2	-0.7	0.091	6	1	0.68	5	/	10
# `CCOC(=O)Cc1csc(NC(=O)CSc2nnc(C)n2C)n1` is listed as -2	-1.3	0.26	5	0.9	-1.1	-9	-0.086	12
# `COc1ccccc1N(CN1CCCC1=O)C(=O)c1c(F)cccc1F` is listed as 3	-0.1	0.53	-1	1	-0.24	14	0.015	-16
# `CCOC(=O)c1ccc(NS(=O)(=O)CC)cc1` is listed as 0	-0.2	0.3	-3	0.9	0.8	7	2	-20
# `O=C(CCCn1c(SCC(=O)NCC2CCCO2)nc2ccccc2c1=O)NCC1CCCO1` (configuration not stated) is listed as -1	/	0.12	/	0.9	-0.42	18	-0.35	/

# (listing goes on)
SMILES,E coli RNAP,S1P3 agonist,M1 antagonist,Jurkat viability,TNAP act mid DEA,M1 ag,HEK293 NFkB inh,D1 allo mod,S1P1 ag pot
Cc1nnc(N(Cc2ccccc2)C(=O)c2cnccn2)s1,0,-0.4,-0.4,-1,1,-0.12,3,0.76,2
COC(=O)c1nc(NC(=O)C(C)C)n[nH]1,8,1.3,-1.2,-1,0.9,-0.59,11,/,8
CCCC(=O)Nc1ccccc1NC(=O)CN(C)S(=O)(=O)c1ccc(C)cc1,7,0.2,-0.083,-4,0.8,0.56,8,-0.44,0
Cc1[nH]c2ccc(-c3nnc(SCC(=O)c4ccc(F)cc4)o3)cc2c1C,1,-0.7,0.63,-2,0.9,-1.8,7,-0.47,18
CNc1nc(C)c(C#N)c(-c2ccccc2)c1C(C)=O,12,1.3,-0.0038,-5,0.8,0.19,-7,5.8*,-14
CCCCn1cnc2c(cnn2-c2ccc(Cl)cc2)c1=O,13,0.0,-0.047,-3,0.9,0.051,-11,-1.3,0
O=C(CSc1ncnc2c1oc1ccccc12)NC1CCCCC1,5,-0.4,0.37,0,0.9,-0.77,1,/,-19
Cc1cc(C)nc(-n2nc(C)c3c(=O)[nH]c(C(F)(F)F)nc32)n1,4,/,-0.28,/,0.9,-0.46,15,-0.76,/
CCOc1ccccc1Nc1nnc(SCC(=O)Nc2cc(C)on2)s1,4,-1.1,0.6,5,0.9,-0.36,12,1.2,15
O=C(OCn1nnc2ccccc2c1=O)C1=COCCO1,3,0.6,0.9,6,0.9,0.49,10,/,1
CCC(=O)Nc1ccc(S(=O)(=O)c2ccc(NC(=O)CC)cc2)cc1,5,-0.7,-0.32,4,0.9,0.13,13,0.099,-12
O=C(Nc1nc2ccccc2n1CCN1CCOCC1)c1cn(-c2ccccc2)nc1-c1ccccc1,0,-1.4,0.66,-3,1,-0.87,8,/,-30
O=C(Nc1ccc(-c2nnc(-c3ccccc3)o2)cc1)C1CCCO1 (configuration not stated),/,-1.5,-0.2,0,0.9,0.12,-32,-3.3,12
COCCN(C(=O)CCC(=O)Nc1ccccn1)C(C(=O)NCCC(C)C)c1ccc(OC)cc1 (configuration not stated),10,-0.2,-2.5*,0,0.9,0.23,17,0.26,8
Cc1cc(C)c(NC(=O)C(C)(C)C)c(Cl)c1,0,-1.2,-0.38,1,0.9,0.041,7,-0.7,/
O=C1NC(c2ccccc2)(C(F)(F)F)SC2=NCCCN12 (configuration not stated),-1,/,0.014,/,0.8,-0.25,10,-0.5,/
CN1CCN(S(=O)(=O)c2ccc(SCCOc3ccccc3)nc2)CC1,6,0.1,-1.3,0,1,0.35,-4,-1.9,2
CCOC(=O)CSC1=NC(=O)CS1,12,-1.8,0.52,-5,1,0.37,5,-0.023,-7
O=C(CN1CCC(n2nnc3cc(F)ccc32)CC1)NCc1ccco1,20,-0.3,0.28,-1,0.9,-0.31,3,-0.65,-9
Cc1ccc(O)c(C(CC(=O)N2CCCC2)c2ccccc2)c1 (configuration not stated),8,/,-2.1,/,0.9,1.2,/,0.089,/
CCOC(=O)CNC(=O)C(=O)c1c(O)[nH]c2ccccc12,7,-0.3,/,-5,0.9,/,9,/,-4
Cc1cccc(N2C(=O)CC(N3CCOCC3)C2=O)c1 (configuration not stated),-5,-0.3,0.0077,-1,0.9,0.044,20,-0.82,-16
COc1cc(C2C(C#N)=C(N)Oc3cc(O)ccc32)cc2c1OCO2 (configuration not stated),/,-2.3,0.24,-8,1,-0.51,11,4.1*,-9
CC1CN(C(=O)c2cc3c(=O)n4ccccc4nc3s2)CC(C)O1 (configuration not stated),-15,-0.1,1.3,3,0.9,-0.034,9,0.66,-28
COC(=O)c1cc2c(=O)n3cccc(C)c3nc2n(Cc2cccnc2)c1=N,-5,-5.1,0.92,/,0.9,-0.012,/,/,-11
Cc1cc2c(c(=O)n1C)C(Cc1ccccc1)C(C#N)=C(N)O2 (configuration not stated),6,-1.1,-0.18,-6,0.9,0.1,2,-0.4,-10
Brc1ccc(-c2nnc(-c3ccccc3Br)o2)cc1,2,-0.5,0.51,-3,0.9,-0.0097,-46,0.034,-25
CCn1c(SCC(=O)NCc2cccs2)nnc1-c1cccs1,-7,-0.8,0.13,-4,1,0.23,2,-1.5,/
COc1ccc(NC(=O)CSc2nnc(-c3ccccn3)n2N)cc1Cl,-8,/,-0.42,/,0.9,-0.41,1,-0.79,/
CCCC1Cc2nc(N3CCCCC3)c(C#N)cc2CO1 (configuration not stated),3,-1.1,0.61,2,0.9,-0.71,9,0.89,-41
OCCn1c(-c2ccc3c(c2)OCO3)csc1=Nc1ccccc1,9,-1.5,-0.48,16,0.9,0.032,12,-3.4*,30
Cc1onc(-c2ccccc2Cl)c1C(=O)N1CCN(C/C=C/c2ccccc2)CC1,-2,-1.8,-1.3,12,0.9,-0.59,17,-1.4,4
O=C1CN(C(=O)CN2CCOCC2)C(c2ccccc2)c2cc(Br)ccc2N1 (configuration not stated),7,-0.4,-0.046,-2,1,1.2,8,-0.38,-23
Cc1ccc(-n2c3c(cc(C(=O)NC4CCSC4=O)c2=O)C(=O)CC(C)(C)C3)cc1 (configuration not stated),6,/,-0.037,/,0.9,0.99,/,0.29,/
O=C(Nc1cccnc1)c1scc2c1OCCO2,10,-0.5,-0.53,-6,1,0.7,10,0.0067,3
CCOC(=O)CCc1c(C)c2ccc(OC(C)C(=O)OCC)c(C)c2oc1=O (configuration not stated),-1,-0.6,-0.27,4,0.9,0.35,6,2,/
Cc1ccc2cc(CN(Cc3nnnn3C3CCCCC3)CC3CCCO3)c(=O)[nH]c2c1 (configuration not stated),7,0.8,1.2,-5,0.9,-0.32,10,0.91,2
CCOC(=O)CSc1nc2ccccc2c(=O)n1CC1CCC(C(=O)NCc2ccco2)CC1 (configuration not stated),1,/,0.002,/,1,-0.54,10,1.2,/

# Only E coli RNAP, M1 ag and D1 allo mod (3 entries from above):
molecule | E coli RNAP | M1 ag | D1 allo mod
Cc1cc2c(c(=O)n1C)C(Cc1ccccc1)C(C#N)=C(N)O2 (configuration not stated) | 6 | 0.1 | -0.4
Brc1ccc(-c2nnc(-c3ccccc3Br)o2)cc1 | 2 | -0.0097 | 0.034
CCn1c(SCC(=O)NCc2cccs2)nnc1-c1cccs1 | -7 | 0.23 | -1.5
